Source: PubChem BioAssay (several laboratories)
FBA Mtb inh = Mtb FBA enzyme inhibitors, primary screen, biochemical, fluorescence, strain H37Rv | purified M. tuberculosis FBA, fluorescence read-out | inhibition, % at 1 µM | 360,000 tested, 2.3% active | AID 588726, 2011; in the data active means inhibition above about 27%;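 further: 0% = vehicle and 100% = reference inhibitor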
Target sequence (P9WQA3 whole entry, looked up): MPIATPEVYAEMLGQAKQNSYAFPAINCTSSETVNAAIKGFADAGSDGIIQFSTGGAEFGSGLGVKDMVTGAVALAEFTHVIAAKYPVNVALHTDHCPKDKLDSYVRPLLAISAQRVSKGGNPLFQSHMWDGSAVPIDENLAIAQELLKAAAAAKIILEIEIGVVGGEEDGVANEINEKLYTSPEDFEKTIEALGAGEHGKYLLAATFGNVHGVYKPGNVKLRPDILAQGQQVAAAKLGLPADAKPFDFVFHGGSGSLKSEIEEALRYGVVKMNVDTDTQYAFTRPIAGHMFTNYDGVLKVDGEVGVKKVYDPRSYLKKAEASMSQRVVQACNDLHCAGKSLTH
PrPC TRFRET = inhibitors of human cell surface prion protein PrPC, primary screen, cell-based, TR-FRET; Major prion protein (Homo sapiens), P04156; TR-FRET read-out; inhibition, % at 13.8 µM; 370,000 tested, 0.43% active; AID 720596, 2013; in the data active means inhibition above about 24%; further: 0% = median of the test wells and 100% = reference compound wells
FadD28 FP inh = inhibitors of FadD28 bisubstrate probe binding, primary screen, biochemical, fluorescence polarization, single point; 360,000 tested, 0.22% active; Mycobacterium tuberculosis FadD28 fatty-acid-AMP ligase; inhibition, % at 12.5 µM; in the data active means inhibition above about 8.5%, passing the limit was not always enough; inconclusive means no clear call, values can overlap the other calls
Mtb BioA inh = M. tuberculosis BioA enzyme inhibitors, primary screen, biochemical, plate reader, single point, HTS; inhibition, % at 9.99 µM; AID 602481, 2012; 360,000 tested, 0.096% active; 7,8-diaminopelargonic acid synthase BioA (Mycobacterium tuberculosis); purified M. tuberculosis BioA enzyme; in the data active means inhibition above about 40%; inconclusive means no clear call, values can overlap the other calls
Mtb UGM inh = M. tuberculosis UGM enzyme inhibitors, primary screen, biochemical, fluorescence polarization, single point; UDP-galactopyranose mutase (Mycobacterium tuberculosis (strain ATCC 25618 / H37Rv)), …; purified UGM, fluorescence polarization probe displacement; inhibition, % at 10 µM; 320,000 tested, 0.06% active; AID 504406, 2011; in the data active means inhibition above about 10%, passing the limit was not always enough; inconclusive means no clear call, values can overlap the other calls
BoNT F protease = BoNT/F light chain protease inhibitors, primary screen, biochemical, flow cytometry, MLPCN library; Multiplex microsphere protease cleavage assay; AID 588497, 2011; inhibition, % at 10 µM; 360,000 tested, 0.22% active; in the data active means inhibition above about 35%, passing the limit was not always enough; inconclusive means no clear call, values can overlap the other calls; further: plate controls were buffer without enzyme for full effect and enzyme alone for no effect
GDH-TPI counter = GDH-TPI coupling enzyme inhibitors, primary screen, artefact control for M. tuberculosis FBA inhibitor project, biochemical, absorbance, full deck; 360,000 tested, 1.2% active; inhibition, % at 4.8 µM; AID 588335, 2011; GDH-TPI coupled enzyme counterscreen, NADH absorbance; in the data active means inhibition above about 30%;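 further: 0% = DMSO wells and 100% = wells lacking the enzyme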
Rv3671c inh = Rv3671c serine protease inhibitors, primary screen, biochemical, fluorescence polarization, M. tuberculosis H37Rv; P9WHR9; inhibition, % at 5.96 µM; 320,000 tested, 0.048% active; in the data active means inhibition above about 38%;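 further: extracellular domain of Rv3671c used as enzyme; 0% = enzyme with DMSO and 100% = no enzyme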
Target sequence (P9WHR9 whole entry, looked up, the tested form may be a part): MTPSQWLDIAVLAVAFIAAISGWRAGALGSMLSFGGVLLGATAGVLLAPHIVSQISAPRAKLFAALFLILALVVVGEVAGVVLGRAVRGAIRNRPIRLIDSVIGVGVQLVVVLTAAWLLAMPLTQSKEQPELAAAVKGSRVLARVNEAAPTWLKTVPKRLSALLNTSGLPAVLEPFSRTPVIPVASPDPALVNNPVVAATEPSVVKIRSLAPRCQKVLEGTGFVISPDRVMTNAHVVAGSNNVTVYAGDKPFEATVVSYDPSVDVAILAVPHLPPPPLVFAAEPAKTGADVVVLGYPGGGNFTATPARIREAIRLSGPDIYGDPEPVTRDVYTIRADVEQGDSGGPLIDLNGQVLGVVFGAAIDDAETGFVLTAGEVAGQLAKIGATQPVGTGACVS
MazF activator = activators of E. coli MazEF toxin-antitoxin RNase, primary screen, biochemical, fluorescence, uHTS; Endoribonuclease toxin MazF (Escherichia coli (strain K12)), P0AE70; FAM/BHQ RNA-DNA oligo cleavage fluorescence, 5 h; activation, % at 20 µM; 350,000 tested, 0.32% active; in the data active means activation above about 50%
Target sequence (P0AE70 whole entry, looked up): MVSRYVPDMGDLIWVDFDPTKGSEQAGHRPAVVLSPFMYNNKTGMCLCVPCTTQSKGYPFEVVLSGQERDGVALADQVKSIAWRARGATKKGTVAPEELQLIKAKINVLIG
Starred values were filed as active, the others as inactive; u = inconclusive; x = not tested or not shown; & = joins results of further samples. No enrichment for hits, and some 4.8% of all compounds hit somewhere here.

SMILES	FBA Mtb inh	PrPC TRFRET	FadD28 FP inh	Mtb BioA inh	Mtb UGM inh	BoNT F protease	GDH-TPI counter	Rv3671c inh	MazF activator
Cc1cnc(C(=O)OCC(=O)Nc2oc(-c3ccccc3)c(-c3ccccc3)c2C#N)cn1	-1	-10	1.0	0.8	0.2	8	7	3	2
CCCC(=O)Nc1ccc(C(=O)Nc2nnc(COC)s2)cc1	1	6	-3.9	-0.1	-1.0	6	10	2	3
CCOC(=O)[C@H]1O[C@@H]1C(=O)N[C@@H](CC(C)C)C(=O)NCCC(C)C	1	x	0.5	-0.2	-2.1	-9	6	3	-4
CC(=O)c1ccc(NC(=O)/C(=C\c2ccccc2)NC(=O)/C=C/c2ccccc2)cc1	-1	2	-2.2	x	2.8	0	10	-77	-9
Nc1nccnc1C(=O)OCC(=O)N1CCN(S(=O)(=O)c2ccc(Cl)cc2)CC1	148*	6	-2.3	x	x	-8	8	6	-4
CCOC(=O)c1c(C)[nH]c(C)c1S(=O)(=O)NCC(=O)Nc1ccccn1	3	8	-1.1	-4.9	-0.5	2	-4	-5	7
CCN(CC(=O)Nc1c(F)cccc1F)C(=O)COc1ccc2c(C)cc(=O)oc2c1	30*	0	-1.9	x	-0.6	-2	13	-12	-6
COCCCNC(=O)C[C@H]1C[C@H](C(=O)N(C(C)C)C(C)C)[C@@]2(C)c3[nH]c4ccc(Cl)cc4c3CCN2C1=O	-1	2	-2.7	-1.6	x	-9	0	x	9
O=C(NCCc1ccncc1)C12CC3CC(CC(C3)C1)C2	-3	11	0.5	-4.8	-1.3	-2	14	-6	-2
CC1=C(C(=O)NCCN2CCOCC2)C2(CCC(C)CC2)OC1=O (stereo not given)	-2	0	-1.5	-1.5	5.8	5	-3	7	6
CC1=CC(C)(C)N2C(=O)C3(C(C#N)=C(N)OC4=C3C(=O)CCC4)c3c(C)c(C)cc1c32 (stereo not given)	1	-3	0.1	x	-1.7	-6	17	10	8
c1ccc(C[n+]2c(-c3ccccc3)csc2Nc2ccccc2)cc1	1	-2	-1.1	-1.3	2.1	12	4	6	-9
Cc1ccc2nc(C)cc(C(=O)NC3CCCCCC3)c2c1	17	0	-0.7	0.6	0.8	2	6	-5	-8
CCN(CC)C(=S)Oc1ccc(Cl)cc1Cl	1	7	-2.8	1.1	0.3	u	0	0	2
CCOCCN(C(=O)c1ccccc1Cl)c1ccccc1	2	5	-0.7	x	-1.6	2	3	-4	5
O=C(O)c1ccc(S(=O)(=O)N2CCC3(CC2)CC(=O)c2ccccc2O3)cc1	13	1	1.9	2.6	1.9	u	4	1	0
CC(C)c1ccc(NC(=O)c2cc(S(=O)(=O)NCC3COc4ccccc4O3)ccc2F)cc1 (stereo not given)	0	-2	-2.0	x	-1.6	-2	14	-142	-2
O=C(NC1CC1)C1CCN(S(=O)(=O)c2ccc(Cl)cc2)CC1	1	4	-1.1	-0.8	-2.0	-5	13	1	9
CSc1ccc(/C=C/C(=O)OCC(=O)NC2CCS(=O)(=O)C2)cc1 (stereo not given)	64*	-5	-0.2	-1.2	-1.5	-12	35*	-8	6
Clc1ccccc1OCCCn1ccnc1	0	-1	-1.8	2.2	2.5	23	-11	2	-30
Cc1ccc(S(=O)(=O)Nc2cc(-c3ccccc3)nn2C)cc1Cl	0	-1	0.9	-0.3	-2.1	-13	10	-2	3
O=C(O)/C=C/C(=O)OC1CC2CCC1C2 (stereo not given)	4	-2	-0.2	x	0.3	-7	8	-7	8
CCCC(C(=O)NNC(=O)c1cc(C)oc1C)c1ccccc1 (stereo not given)	3	8	-0.1	x	4.1	-4	2	7	9
CCC1CCCCN1CCCNC(=O)c1cn(CC)c2ccc(S(=O)(=O)N3CCc4ccccc4C3)cc2c1=O (stereo not given)	0	-13	0.4	20	1.1	-4	5	-6	17
CC(C)C(=O)Nc1nc2cc3c(cc2s1)OCO3	-3	2	-4.7	-1.4	1.5	-3	9	0	9
COc1cc(OC)cc(-c2cc(N3C(=O)Nc4ccccc4N3O)n[nH]2)c1	3	-1	-5.3	1.0	-2.4	10	7	0	3
COc1cc(C(=S)N2CCOCC2)ccc1OC(=O)c1ccccc1C	4	-2	-2.3	0.6	2.6	-22	15	4	-3
CCCn1c(CN2CCN(C(=O)c3ccco3)CC2)nc2cc(S(=O)(=O)N(C)C)ccc21	2	-3	-0.6	2.9	x	1	-8	x	-8
CCC(C)C(NC(=O)/C(=C\c1ccccc1)NC(=O)c1ccc(OC)cc1)C(=O)O (stereo not given)	-5	7	-3.6	x	-0.4	-11	-4	6	2
Fc1ccc(Cn2nnnc2C(c2ccc(F)cc2)N2CC=C(c3ccc(F)cc3)CC2)cc1 (stereo not given)	1	5	0.0	x	4.3	-1	3	7	-1
CCOc1ccc(OCCCC(=O)NC2=NCCS2)cc1	-2	1	-0.6	-1.5	-1.3	u	6	1	3
O=C(CSc1nc2ccccc2s1)NNC(=S)Nc1ccccc1	4	3	-4.2	1.3	-2.4	-6	-2	6	-2
COc1ccc(N2CCN(c3ncnc4sc(C(=O)NCC5CCCO5)c(C)c34)CC2)cc1 (stereo not given)	2	8	1.1	2.0	-0.9	6	23	-5	1
O=C(COc1ccc(C(=O)c2ccc(F)cc2)cc1)Nc1cccc(S(=O)(=O)N2CCOCC2)c1	-1	1	3.4	x	0.1	-12	4	-25	-7
Cn1nc(C(C)(C)C)c(NC(=O)c2cccs2)c1C(C)(C)C	2	-1	-0.3	-2.7	2.8	u	-1	0	-18
Cc1cccc(CCNC(=O)CCS(=O)(=O)c2cc3c(cc2Cl)NC(=O)CO3)c1	-2	-3	-1.0	-8.9	-0.3	3	11	-6	-1
CCN1CCN(c2ccc(NC(=O)c3ccc4c(c3)[nH]c(=O)n4Cc3ccc(F)cc3)cc2)CC1	-1	-13	-0.6	x	3.0	-46	3	1	18
Cc1cc(N/C(=N/S(=O)(=O)c2cc(F)ccc2F)c2ccccc2)n(-c2ccccc2)n1	-4	-1	-2.1	x	1.6	-7	10	-4	15
CC(C)C12CN3CCN(CC(C3)/C1=N\O)C2	-9	0	-4.5	-1.4	-1.9	3	-4	10	6
CC1CCCCC1NS(=O)(=O)c1ccc(S(=O)(=O)N2CCCC2)cc1 (stereo not given)	-1	-2	-3.3	1.2	0.6	-11	-3	-1	1
COC(=O)c1cc(OC)c(OC)cc1NC(=O)Cc1cccs1	4	-1	-0.3	-3.1	2.8	2	2	-3	8
O=S(=O)(Nc1cccc(-c2cn3ccsc3n2)c1)c1ccc(F)cc1	1	4	-4.4	1.1	-0.2	-33	-5	-16	1
COC(=O)/C=C/c1ccc2c(c1)S(=O)(=O)N(c1cccc(OC)c1)[C@H]2CC(=O)OC	0	-5	0.5	0.9	1.0	1	7	-2	3
Nc1nccnc1C(=O)OCC(=O)c1ccc[nH]1	165*	-7	-0.7	0.2	-2.5	-7	12	7	6
O=C(c1ccccc1Sc1c(Cl)cccc1[N+](=O)[O-])N1CCOCC1	-5	-1	-1.1	x	-0.2	-4	8	5	2
COc1cccc(/C=N\NC(=O)c2cc(OCC(F)(F)F)ccc2OCC(F)(F)F)c1	-1	-2	-3.8	5.9	1.2	u	3	9	4
N=C(N)N=Nc1c(O)[nH]c2ccc(Br)cc12	-3	-21	-1.0	x	-1.6	-3	12	0	15
O=C(OCC(O)C(O)C(O)COC(=O)c1ccccc1)c1ccccc1 (stereo not given)	1	0	-2.1	1.9	x	0	2	x	6

Some of these compounds in order of count of non-hydrogen atoms, rising.
SMILES	FBA Mtb inh	PrPC TRFRET	FadD28 FP inh	Mtb BioA inh	Mtb UGM inh	BoNT F protease	GDH-TPI counter	Rv3671c inh	MazF activator
N=C(N)N=Nc1c(O)[nH]c2ccc(Br)cc12	-3	-21	-1.0	x	-1.6	-3	12	0	15
Nc1nccnc1C(=O)OCC(=O)c1ccc[nH]1	165*	-7	-0.7	0.2	-2.5	-7	12	7	6
O=C(c1ccccc1Sc1c(Cl)cccc1[N+](=O)[O-])N1CCOCC1	-5	-1	-1.1	x	-0.2	-4	8	5	2
COC(=O)/C=C/c1ccc2c(c1)S(=O)(=O)N(c1cccc(OC)c1)[C@H]2CC(=O)OC	0	-5	0.5	0.9	1.0	1	7	-2	3
Cc1cc(N/C(=N/S(=O)(=O)c2cc(F)ccc2F)c2ccccc2)n(-c2ccccc2)n1	-4	-1	-2.1	x	1.6	-7	10	-4	15

Additional structures follow:
SMILES	FBA Mtb inh	PrPC TRFRET	FadD28 FP inh	Mtb BioA inh	Mtb UGM inh	BoNT F protease	GDH-TPI counter	Rv3671c inh	MazF activator
CCn1cc([N+](=O)[O-])c(C(=O)NCc2ccc3c(c2)OCO3)n1	-1	-1	-3.0	-10	2.7	14	1	1	13
CCCOc1ccc(/C=N/Nc2ccccc2[N+](=O)[O-])c(OCCC)c1	2	5	-1.8	x	-0.6	-40	-3	-9	-1
Cc1ccc(NC(=O)c2cc(S(=O)(=O)N3CCOCC3)cs2)cc1	7	2	-0.3	0.7	-0.8	-12	2	-7	4
COC(=O)c1ccc(-c2csc(NC(=O)c3ccc(S(=O)(=O)N4CCc5ccccc5C4)cc3)n2)cc1	2	3	-1.4	0.9	0.2	2	22	-6	-15
Cc1cccc(-n2c(O)c(/C=N/NC(=O)c3ccccc3Cl)c3ccccc3c2=O)n1	27	-16	1.3	-0.9	0.4	1	35*	10	-18
C=C(C)C1CC=C(C)/C(=N/NC(=O)COc2ccc(C)cc2)C1 (stereo not given)	2	-6	-0.5	0.5	0.2	2	-16	9	6
Cc1ccc(-c2nc3cc(NS(=O)(=O)c4ccc(C)cc4)ccc3o2)cc1	33*	4	-5.9	1.0	-0.2	5	14	-92	3
NC(=O)c1ccccc1NC(=O)COC(=O)C1(c2ccccc2)CC1	5	-2	-2.6	-0.1	-0.1	u	6	-6	-1
CCN1C(=O)[C@H]2[C@@H](c3ccc(-c4ccc(Cl)c(Cl)c4)c(OC)c3)N[C@@](C)(C(=O)OC)[C@H]2C1=O	0	-2	-2.3	0.1	1.3	2	7	4	-4
O=C(NCc1cccnc1)C1CCN(S(=O)(=O)c2cc([N+](=O)[O-])ccc2Cl)CC1	7	-22	0.3	3.8	-5.6	-3	6	5	16
CC1CCCC(C)N1CC(O)COCC1COc2ccccc2O1 (stereo not given)	0	-1	-0.2	-0.5	-3.4	-2	8	-2	7
CC(=O)N1CCN(S(=O)(=O)c2cccc(C(=O)N(Cc3ccccc3)c3ccc(C)cc3)c2)CC1	3	-3	-13	0.0	2.5	6	3	-4	8
CCCCCC(=O)NC(=S)NNC(=O)c1ccc([N+](=O)[O-])cc1	-1	-12	-2.7	x	-1.0	-5	14	2	-3
FC(F)(F)c1cc(-c2cccs2)nc(-n2cc(Cl)cn2)n1	30*	-9	-0.6	-1.4	-0.2	-2	20	0	-6
O=C(Nc1ccc(-c2n[nH]c(=S)o2)cc1)c1ccccc1Cl	-3	6	0.6	-0.3	-1.9	-2	7	1	8
Cc1cccc(S(=O)(=O)N(C)C[C@@H]2OCc3cnnn3CCCC(=O)N([C@H](C)CO)C[C@H]2C)c1	1	-3	-0.2	-0.9&0.8	x	-5	7	x	7
O=C(N/N=C/C1CCCCC1)c1ccccn1	-2	-1	-2.4	x	-0.4	25	-5	9	7
CCOC(=O)Cn1nc(/C=C/c2ccc(C(C)C)cc2)ccc1=O	7	-12	-2.9	2.0	-0.4	-3	21	-9	-8
N#Cc1ccc(N2CCN(C(=O)c3cccs3)CC2)c(F)c1	0	-3	-3.1	4.5	2.1	u	1	0	3
